Screening data (PubChem)
BLM inh: inhibitors of human Bloom syndrome helicase BLM; P54132; recombinant BLM DNA unwinding, fluorescence dequenching; Potency, µM (doses to about 56.1 µM), inactives show at the top dose activity change, negative = inhibition, usual class: inhibitors; 0.2% of 350,000 active; AID 2528;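 further: potency means the concentration at half of the fitted maximal effect; plate controls were vehicle for no effect and no enzyme for full effect; nearly all actives have a fitted effect of over 35% in size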
Apoferritin bind: candidate novel general anesthetic via apoferritin binding; 0.074% of 350,000 active; AID 485281; apoferritin/1-aminoanthracene competitive binding, fluorescence; Potency, µM (series often up to 77.5 µM), for the others: at the highest dose activity change, negative = displacement, actives largely listed as inhibitors; further: potency means the concentration at half of the fitted maximal effect; on the % scale 0 is the no-effect control and ±100 the full control effect; nearly all actives have a fitted effect of over 20% in size
Target sequence (P02791 2-175 limits assumed): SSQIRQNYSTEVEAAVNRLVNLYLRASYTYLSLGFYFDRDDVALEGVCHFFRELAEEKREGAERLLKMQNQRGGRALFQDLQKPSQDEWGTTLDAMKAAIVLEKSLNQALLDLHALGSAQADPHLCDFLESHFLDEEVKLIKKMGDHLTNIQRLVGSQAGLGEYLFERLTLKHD
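Steps: apoferritin (10 uM) was premixed with half-saturated 1-AMA in PBS, compounds were pin-transferred, plates stood 10 min at room temperature, fluorescence was read at 380/535 nm, and curves were fitted with a Hill equation.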
POLK inh: blocks human DNA polymerase kappa activity. Q9UBT6. purified Pol kappa, fluorescent DNA synthesis assay, 10 min. Potency, µM (highest dose often 107 µM), for the others: at the highest dose activity, negative = inhibition, actives largely listed as inhibitors. 0.53% of 400,000 active. AID 588579; further: potency means the concentration at half of the fitted maximal effect; on the % scale 0 is the no-effect control and ±100 the full control effect
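Inhibition of 10 nM Pol kappa is measured by a fluorescent read-out at 0 and 10 min following addition of 50 nM substrate (final), with a 15-min room-temperature compound preincubation.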
POLI inh: DNA polymerase iota (human) inhibition; Potency, µM (highest dose often 115 µM), inactives show at the top dose activity, negative = inhibition, usual class: inhibitors; AID 588590; Q9UNA4; Pol iota fluorescent replication assay, 10 min; 1% of 390,000 active; further: potency means the concentration at half of the fitted maximal effect
Target sequence (Q9UNA4 whole entry, looked up): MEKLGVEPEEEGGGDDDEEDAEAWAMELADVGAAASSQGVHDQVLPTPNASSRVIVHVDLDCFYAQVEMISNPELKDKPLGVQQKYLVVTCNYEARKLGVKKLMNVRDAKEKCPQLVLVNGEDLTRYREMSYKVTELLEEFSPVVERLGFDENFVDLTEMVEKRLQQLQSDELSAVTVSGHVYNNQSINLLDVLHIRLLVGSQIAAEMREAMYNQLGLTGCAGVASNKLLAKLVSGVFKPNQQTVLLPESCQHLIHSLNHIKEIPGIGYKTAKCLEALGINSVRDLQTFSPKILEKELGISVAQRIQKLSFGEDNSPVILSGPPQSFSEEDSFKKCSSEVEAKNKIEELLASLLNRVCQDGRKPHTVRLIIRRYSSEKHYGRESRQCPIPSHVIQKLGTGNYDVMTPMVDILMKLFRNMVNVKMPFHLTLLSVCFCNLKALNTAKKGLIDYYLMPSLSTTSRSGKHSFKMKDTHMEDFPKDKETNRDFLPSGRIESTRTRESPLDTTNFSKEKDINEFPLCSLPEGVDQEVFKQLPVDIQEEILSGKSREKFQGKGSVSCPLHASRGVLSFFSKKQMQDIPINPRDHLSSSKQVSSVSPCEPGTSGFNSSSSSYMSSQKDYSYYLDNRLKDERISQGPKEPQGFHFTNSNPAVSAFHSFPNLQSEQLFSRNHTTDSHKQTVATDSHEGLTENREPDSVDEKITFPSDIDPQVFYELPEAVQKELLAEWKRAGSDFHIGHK
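Fluorescent replication assay read twice, at 0 min and 10 min after adding 50 nM (final) substrate. Enzyme (10 nM) and compounds were first incubated 15 min at room temperature; enzyme-free buffer wells were negative controls.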
APEX1 inh: APE1 (human) endonuclease inhibition | P27695 | recombinant APE1, TAMRA/BHQ-2 abasic DNA cleavage fluorescence | Potency, µM (highest dose often 65.8 µM), for inactives: top-dose activity change, negative = inhibition, hits mostly inhibitors | 0.35% of 350,000 active;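 further: potency means the concentration at half of the fitted maximal effect; plate controls were vehicle for no effect and reference inhibitor for full effect; nearly all actives have a fitted effect of over 55% in size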
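APE1 at 0.75 nM final was preincubated with compound 15 min at room temperature, then 50 nM double-stranded THF abasic-site substrate (5'-TAMRA/3'-BHQ-2) was added. Fluorescence (ex 525/em 598 nm) was read kinetically; third-minus-first read gave activity.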
POLB inh: DNA polymerase beta (human) inhibition. P06746. Pol beta primer extension/strand displacement, fluorescence kinetic. Potency, µM (titrated, usually from 114 µM), inactives show at the highest dose activity change, negative = inhibition, hits mostly inhibitors. 1.3% of 340,000 active; further: potency means the concentration at half of the fitted maximal effect; on the % scale 0 is the no-effect control and ±100 the full control effect
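Pol beta (10 nM) was preincubated with compound for 15 min at room temperature. The reaction was then started with 50 nM substrate and read immediately and after a further 10 min at room temperature.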
GRP78 ERSR act: inducers of ER stress response in human glioma cells; 0.02% of 420,000 active; Potency, µM, without a hit: top-dose activation, most hits filed as activators; U87-MG GRP78 promoter luciferase reporter, 16 h; further: potency means the concentration at half of the fitted maximal effect; series mostly up to about 76 µM; % of control where 0% means no effect; nearly all actives have a fitted effect of over 35% in size
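Stably transfected U87-MG human glioma cells carrying a GRP78-based luminescent sensor were seeded at 1000 cells/well, pin-dosed with compounds and incubated 16 h. Luciferase reagent was then added, and end-point luminescence was read after 10 min at room temperature.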
LDHA block: inhibitors of human lactate dehydrogenase A | P00338 | AID 1347041 | activity change, % (values are at about 110 or 230 µM) | 0.15% of 480,000 active | purified LDHA, NADH/diaphorase-resazurin fluorescence; hits give low values; in the data active means activity change below about -30%; inconclusive means mostly about -25% to -30%;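 further: plate controls were DMSO wells for no effect and wells without enzyme for full effect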
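Human LDH5 (2 nM) was incubated with 0.06 mM NADH and 0.2 mM pyruvate for 5 min at room temperature in Tris pH 7.4. Remaining NADH was coupled through diaphorase/resazurin, and resorufin fluorescence was read at 0 and 20 min.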
POLH inh: blocks human DNA polymerase eta activity; Q9Y253; recombinant Pol eta, fluorescent DNA replication assay; Potency, µM (top dose mostly 114 µM), for inactives: at the highest dose activity change, negative = inhibition, usual class: inhibitors; 1.2% of 390,000 active; AID 588591; further: potency means the concentration at half of the fitted maximal effect; on the % scale 0 is the no-effect control and ±100 the full control effect
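Fluorescent replication assay: 50 nM final substrate added after a 15 min room-temperature compound preincubation with 10 nM enzyme. Signal taken at 0 min and again at 10 min.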
The depositor's hits bear a star; [ ] = another dose, or the depositor's remark. Unless noted, the call rests on the fitted dose curve; in most records, active means well fitted curve in the direction sought with a large enough effect; inconclusive means small, poorly fitted or top-dose-only effect, or another doubt; inactive means no such curve, though single readings can be large; an effect the other way counts as inactive or inconclusive.

`C=COC(=O)NC1CCc2cc(OC)c(OC)c(OC)c2-c2ccc(SC)c(=O)cc21` (configuration not stated) gave POLK inh -7%, POLI inh 11%, GRP78 ERSR act -3%, LDHA block -14 and POLH inh -17%.
CCC(C(=O)N/N=C/c1cccnc1)c1ccccc1 (configuration not stated) was read as BLM inh -5%, Apoferritin bind inconclusive, POLK inh -4%, POLI inh 56%[activator], APEX1 inh 4%, POLB inh 24%, GRP78 ERSR act 7%, LDHA block -2 and POLH inh -19%.
Screening COc1ccccc1C(=O)Nc1ccc(Oc2nnc(-c3ccc(C)cc3)c3ccccc23)cc1 returned BLM inh -2%, Apoferritin bind -10%, POLK inh -5%, POLI inh 2%, APEX1 inh 3%, POLB inh 1%, GRP78 ERSR act -6%, LDHA block -1 and POLH inh -10%.
Screening Cc1ccc(OCC(=O)N/N=C\c2cn(Cc3ccccc3)c3ccccc23)cc1C returned BLM inh 2%, Apoferritin bind -7%, POLK inh -12%, POLI inh 90%[activator], APEX1 inh 0%, POLB inh -9%, GRP78 ERSR act -1%, LDHA block -2 and POLH inh -13%.
For O=C(NNC(=O)C(Cl)Cl)c1cnn(-c2ccccc2)c1C(F)(F)F the results were BLM inh -1%, Apoferritin bind 0%, POLK inh 10%, POLI inh 3%, APEX1 inh -4%, POLB inh 19%, GRP78 ERSR act -3%, LDHA block 2 and POLH inh -7%.
CCOC(=O)N1CCN(c2cc(C)c(C(C)=O)cc2F)CC1 was read as BLM inh -3%, Apoferritin bind -7%, POLK inh -15%, POLI inh 18%, APEX1 inh 2%, POLB inh 3%, GRP78 ERSR act -4%, LDHA block -14 and POLH inh -8%.
For Cc1cccc(N(CC(=O)N2CCCCCC2)S(C)(=O)=O)c1C the results were BLM inh 2%, Apoferritin bind -5%, POLK inh -13%, POLI inh 24%, APEX1 inh 11%, POLB inh 40%, GRP78 ERSR act -3%, LDHA block -6 and POLH inh -3%.
For Cc1cccc(Nc2nnc(-c3ccc(C)c(S(=O)(=O)NCC4CCCO4)c3)c3ccccc23)c1 (configuration not stated) the results were BLM inh -10%, Apoferritin bind 104%[activator], POLK inh 9%, POLI inh 21%, POLB inh 25%, GRP78 ERSR act 0%, LDHA block -4 and POLH inh -20%.
Cc1ccc(-n2cccc2C(=S)N=P(N(C)C)(N(C)C)N(C)C)cc1 was read as BLM inh -2%, Apoferritin bind -19%, POLK inh 0%, POLI inh 28%, APEX1 inh -1%, POLB inh inconclusive, GRP78 ERSR act -4%, LDHA block -2 and POLH inh -2%.
Screening CC(C)(C)Sc1ccc(N)nc1 returned BLM inh -1%, Apoferritin bind inconclusive, POLK inh -14%, POLI inh inconclusive, APEX1 inh 14%, POLB inh 27%, GRP78 ERSR act -2%, LDHA block -1 and POLH inh 3%.
`COCCn1c(=O)[nH]c2cc(C(=O)NCc3ccccc3Cl)ccc2c1=O` gave BLM inh 0%, Apoferritin bind -16%, POLK inh -9%, POLI inh -13%, POLB inh 14%, GRP78 ERSR act -2%, LDHA block -8 and POLH inh -7%.
`CC(C)(C)n1ncc2c(=O)n(Cc3ccccc3CS(=O)(=O)c3ccccc3)cnc21` gave POLK inh 2%, POLI inh 0%, APEX1 inh inconclusive and GRP78 ERSR act -2%.
For CCn1c(C)c(C2N3CC4(C)CN2CC(C)(C3)C4=O)c2ccccc21 (configuration not stated) the results were BLM inh -1%, Apoferritin bind -3%, POLK inh -5%, POLI inh 17%, POLB inh 5%, GRP78 ERSR act -1%, LDHA block -4 and POLH inh -21%.
For O=C1/C(=C\c2ccccc2)SC(=S)N1CCC(=O)N1CCCCC1CCO (configuration not stated) the results were BLM inh 1%, Apoferritin bind -35%, POLK inh 6%, POLI inh 21%, APEX1 inh 36%, POLB inh 32%, GRP78 ERSR act 3%, LDHA block -1 and POLH inh 5%.
COc1ccccc1Cn1cc(C(=O)c2ccc(Cl)cc2)c(=O)c2ccccc21 was read as BLM inh 0%, Apoferritin bind -3%, POLK inh -4%, POLI inh 30%, POLB inh 14%, GRP78 ERSR act -11%, LDHA block -2 and POLH inh 6%.
For Cc1cc(C)c(NC(=O)Cn2nc(-c3ccccc3)nc2-c2ccccc2)c(C)c1 the results were BLM inh 2%, Apoferritin bind -3%, POLK inh -7%, POLI inh 5%, APEX1 inh 22%, POLB inh 30%, GRP78 ERSR act -4%, LDHA block -10 and POLH inh -1%.
COc1ccc(OC)c(S(=O)(=O)Nc2ccccc2C(=O)O)c1 was read as BLM inh -1%, Apoferritin bind 11%, POLK inh -3%, POLI inh 5%, APEX1 inh 12%, POLB inh 0%, GRP78 ERSR act -6%, LDHA block -6 and POLH inh 9%.
Screening O=C(NCc1ccccc1)c1ccc(CS(=O)(=O)Cc2ccccc2F)o1 returned BLM inh 2%, Apoferritin bind -4%, POLK inh 0%, POLI inh 39%[activator], APEX1 inh -1%, POLB inh 9%, GRP78 ERSR act -1%, LDHA block -1 and POLH inh -17%.
`Cc1ccc(N(Cc2ccco2)C(=O)c2ccc(N3CCCCC3)c([N+](=O)[O-])c2)cc1` gave BLM inh -9%, Apoferritin bind -24%, POLK inh -11%, POLI inh -8%, APEX1 inh -2%, POLB inh 1%, GRP78 ERSR act -4%, LDHA block -2 and POLH inh -9%.
For Cc1ccc([C@H]2C(C(=O)O)=CC[C@@H](c3ccc(C)cc3)N2S(=O)(=O)c2ccccc2C)cc1 the results were POLK inh -12%, POLI inh 4%, APEX1 inh 0%, GRP78 ERSR act 5%, LDHA block 1 and POLH inh -17%.

The final three entries of the part above lead into the next:
Screening O=C(NCc1ccccc1)c1ccc(CS(=O)(=O)Cc2ccccc2F)o1 returned BLM inh 2%, Apoferritin bind -4%, POLK inh 0%, POLI inh 39%[activator], APEX1 inh -1%, POLB inh 9%, GRP78 ERSR act -1%, LDHA block -1 and POLH inh -17%.
`Cc1ccc(N(Cc2ccco2)C(=O)c2ccc(N3CCCCC3)c([N+](=O)[O-])c2)cc1` gave BLM inh -9%, Apoferritin bind -24%, POLK inh -11%, POLI inh -8%, APEX1 inh -2%, POLB inh 1%, GRP78 ERSR act -4%, LDHA block -2 and POLH inh -9%.
For Cc1ccc([C@H]2C(C(=O)O)=CC[C@@H](c3ccc(C)cc3)N2S(=O)(=O)c2ccccc2C)cc1 the results were POLK inh -12%, POLI inh 4%, APEX1 inh 0%, GRP78 ERSR act 5%, LDHA block 1 and POLH inh -17%.
For O=C(CN1C(=O)NC2NC(=O)NC21)N/N=C/c1ccccc1F (configuration not stated) the results were BLM inh 0%, Apoferritin bind -1%, APEX1 inh 9% and POLB inh 5%.
Screening CC(C)(C)C(=O)NC1CCN(S(C)(=O)=O)CC1 returned BLM inh 4%, Apoferritin bind -5%, POLK inh -4%, POLI inh 44%[activator], APEX1 inh 3%, POLB inh -2%, GRP78 ERSR act -4%, LDHA block 1 and POLH inh -7%.
Screening Cc1ccccc1N1CCN(C2CCCN(C(=O)CCC(=O)N(C)C)C2)CC1 (configuration not stated) returned BLM inh 1%, Apoferritin bind -3%, POLK inh -5%, POLI inh 6%, APEX1 inh 10%, POLB inh 2%, GRP78 ERSR act -3%, LDHA block -8 and POLH inh -8%.
For CCC(=O)Nc1nn(CC(C)C)c2nc3ccc(C)cc3cc12 the results were BLM inh -1%, Apoferritin bind 59%[activator], POLK inh 5%, POLI inh -14%, APEX1 inh 22%, POLB inh 29%, GRP78 ERSR act 4%, LDHA block -3 and POLH inh 0%.
COc1ccc(CNC(=O)/C(C)=C\C(=O)O)cc1 was read as BLM inh -11%, Apoferritin bind 0%, POLK inh 2%, POLI inh 52%[activator], APEX1 inh 5%, POLB inh -15%, GRP78 ERSR act -7%, LDHA block -3 and POLH inh -20%.
For O=C(CS(=O)(=O)c1c[nH]c2ccccc12)NC1CCCCC1 the results were BLM inh -2%, Apoferritin bind -3%, POLK inh -5%, POLI inh -3%, APEX1 inh 0%, POLB inh -1%, GRP78 ERSR act -4%, LDHA block -5 and POLH inh -12%.
CCCCC(CC)C(=O)Nc1cc(C(=O)NCc2ccc(C)cc2)ccc1N1CCC2(CC1)CC(c1cccc(Br)c1)=NO2 (configuration not stated) was read as POLK inh 6%, POLI inh -11%, APEX1 inh 3%, GRP78 ERSR act -6%, LDHA block 0 and POLH inh -15%.
For Cc1cccc(NC(=O)CNC(=O)c2ccc(-n3cncn3)c([N+](=O)[O-])c2)c1C the results were POLK inh 0%, POLI inh 36%[activator], APEX1 inh -2%, GRP78 ERSR act -3%, LDHA block 1 and POLH inh -18%.
For Cc1nnc(NC(=O)CSc2cn(CCNC(=O)c3ccccc3)c3ccccc23)s1 the results were BLM inh 4%, Apoferritin bind -14%, POLK inh 6%, POLI inh 8%, APEX1 inh -4%, POLB inh 0%, GRP78 ERSR act 1%, LDHA block 3 and POLH inh -7%.
`CC(=O)NC1=NN(C(C)=O)C(C)(c2cccs2)S1` (configuration not stated) gave BLM inh 2%, Apoferritin bind 4%, POLK inh -9%, POLI inh inconclusive, APEX1 inh 0%, POLB inh 2%, GRP78 ERSR act 0%, LDHA block -2 and POLH inh -21%.
Screening COc1ccc(N(CC(=O)Nc2cccc(N(C)S(C)(=O)=O)c2)S(=O)(=O)c2ccc(F)cc2)cc1 returned BLM inh -11%, Apoferritin bind 4%, POLK inh 2%, POLI inh -5%, APEX1 inh 5%, POLB inh 22%, GRP78 ERSR act -3%, LDHA block 2 and POLH inh 4%.
Screening CN(C)CCOCCOc1ccc(Cl)c2ccccc12 returned BLM inh 38%[activator], Apoferritin bind -10%, POLK inh -2%, POLI inh 127%[activator], APEX1 inh -10%, POLB inh 36%, GRP78 ERSR act -6%, LDHA block -19 and POLH inh -23%.
`CCc1ccc(N=CC23c4ccccc4C(c4ccccc42)C2C(=O)N(c4ccc(OC)cc4)C(=O)C23)cc1` (configuration not stated) gave BLM inh -4%, Apoferritin bind -14%, POLK inh -10%, POLI inh inconclusive, APEX1 inh -7%, POLB inh -10%, GRP78 ERSR act -1%, LDHA block -1 and POLH inh -8%.

These rows are one share of the data; rates above refer to the full screens.
